FBW7 activator: FBW7 E3 ligase activators, primary screen, biochemical, AlphaScreen, human. F-box/WD repeat-containing protein 7 (Homo sapiens), Q969H0. AlphaScreen FBW7–phospho-cyclin E peptide binding, activator screen. normalized activity (activation), % at 26.1 µM. actives 0.13% (n = 650,000). AID 1259310, 2017; in the data active = normalized activity above about 1.9%;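 note: purified mutant Fbw7 with reduced substrate affinity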
Target sequence (Q969H0 whole entry, looked up): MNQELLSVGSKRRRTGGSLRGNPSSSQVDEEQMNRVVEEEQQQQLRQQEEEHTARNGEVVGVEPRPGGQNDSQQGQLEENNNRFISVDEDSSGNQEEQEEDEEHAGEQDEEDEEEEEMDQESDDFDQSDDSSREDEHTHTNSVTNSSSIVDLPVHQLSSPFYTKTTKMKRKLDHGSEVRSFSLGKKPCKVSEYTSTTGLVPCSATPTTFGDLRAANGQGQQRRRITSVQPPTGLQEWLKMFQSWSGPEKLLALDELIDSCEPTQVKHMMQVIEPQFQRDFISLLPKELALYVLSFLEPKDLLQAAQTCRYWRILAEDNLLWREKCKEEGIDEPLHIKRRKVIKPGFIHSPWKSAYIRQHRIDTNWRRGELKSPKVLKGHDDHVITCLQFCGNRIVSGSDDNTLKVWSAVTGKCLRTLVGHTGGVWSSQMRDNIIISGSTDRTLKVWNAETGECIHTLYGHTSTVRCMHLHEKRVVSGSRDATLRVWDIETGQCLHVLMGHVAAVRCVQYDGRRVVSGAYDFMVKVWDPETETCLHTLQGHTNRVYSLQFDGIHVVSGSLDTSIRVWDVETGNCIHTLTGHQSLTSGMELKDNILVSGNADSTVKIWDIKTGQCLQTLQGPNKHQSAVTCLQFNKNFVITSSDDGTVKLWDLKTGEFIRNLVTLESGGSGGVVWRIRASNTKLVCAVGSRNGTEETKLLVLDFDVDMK
MITF inh: MITF inhibitors, primary screen, biochemical, AlphaScreen, human; actives 0.91% (n = 650,000); AlphaScreen MITF homodimerization, bead proximity signal; Microphthalmia-associated transcription factor (Homo sapiens), O75030; inhibition, % at 2.6 µM; in the data active = inhibition above about 50%;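 note: 0% = vehicle wells with protein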
GPR151 activ: activators of human GPR151, primary screen, cell-based, PathHunter beta-arrestin, luminescence; actives 1% (n = 650,000); activation, % at 11.2 µM; AID 1508602, 2020; G-protein coupled receptor 151 (Homo sapiens), Q8TDV0; PathHunter beta-arrestin GPR151 cells; in the data active = activation above about 4.9%;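 note: 0% = median of compound wells and 100% = cells with positive control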
Target sequence (Q8TDV0 whole entry, looked up): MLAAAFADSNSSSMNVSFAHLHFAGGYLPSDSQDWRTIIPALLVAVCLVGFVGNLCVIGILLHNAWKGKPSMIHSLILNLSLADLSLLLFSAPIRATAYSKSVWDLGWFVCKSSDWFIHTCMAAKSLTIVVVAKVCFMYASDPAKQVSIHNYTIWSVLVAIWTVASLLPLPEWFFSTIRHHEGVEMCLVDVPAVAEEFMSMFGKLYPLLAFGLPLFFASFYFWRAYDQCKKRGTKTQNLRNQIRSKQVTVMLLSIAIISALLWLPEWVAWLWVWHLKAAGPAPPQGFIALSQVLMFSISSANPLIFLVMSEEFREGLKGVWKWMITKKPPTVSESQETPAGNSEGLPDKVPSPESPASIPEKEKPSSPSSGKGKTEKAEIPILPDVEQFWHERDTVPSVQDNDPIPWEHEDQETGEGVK
TEAD-YAP inh: TEAD-YAP interaction inhibition, primary screen, TEAD-YAP interaction inhibitor project, luminescence, HEK-TIYL cells; TEAD-Gal4/YAP UAS-luciferase luminescence; inhibition, % at 9.12 µM; actives 1.4% (n = 640,000); AID 1259422, 2018; in the data active = inhibition above about 32%;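 note: 0% = median of test compound wells and 100% = reference inhibitor wells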
* hit, by the source's call; & = joins results of further samples; ! = not active in a repeat.

SMILES	FBW7 activator	MITF inh	GPR151 activ	TEAD-YAP inh
COC(=O)C1=C(C)NC2=C(C(=O)CC(c3ccc(Cl)cc3)C2)C1c1ccc2c(c1)OCO2 (stereo unspecified)	-0.1	-1	-0.8	13
NCCn1nnn(-c2ccccc2)c1=O	0.6	-2	-0.2	-3
CCN1CCN(C(=O)CS(=O)Cc2nc(-c3cccc(C)c3)oc2C)CC1 (stereo unspecified)	0.3	14	0.2	12
COc1ccc(C(CC(=O)NCCc2ccccc2)NS(=O)(=O)c2ccc(F)cc2)cc1 (stereo unspecified)	-0.1	-1	0.4	3
O=C1CCC/C(=N\NC(=O)c2ccccc2Br)C1	0.1	-10	-1.8	-3
COc1cc(/C=N/O)cc(I)c1OCc1ccc(F)cc1	0.1	3	-0.5	-7
COC(=O)C(Br)CCN1C(=O)c2ccccc2C1=O (stereo unspecified)	0.1	0	0.2	-20
N#Cc1ccc(NC(=O)COc2nncc3ccccc23)cc1	0.0	-2	1.6	0
O=c1c(Cl)c(N2CCCCCC2)cnn1-c1ccccc1	0.3	-2	1.0	-39
COc1ccc(NC(=O)c2ncoc2-c2ccc(F)cc2)cn1	0.2	-3	0.9	-11
COc1ccc2c(CNC3CCC(C)CC3)c(C(=O)O)n(C)c2c1 (stereo unspecified)	0.0	-1	0.7	0
CN1C(=O)c2ccc(NC(=O)c3cc(-c4ccccc4)nc4ccccc34)cc2C1=O	-0.2	-3	1.1	5
COc1cc(Nc2nc(N3CCN(Cc4ccc5c(c4)OCO5)CC3)nc3c2ncn3C(C)C)cc(OC)c1OC	0.6	1	-0.9	5
O=C(O)c1ccc(CS(=O)(=O)c2ccc(Br)cc2)o1	-0.1	41	0.0	0
Cc1ccc(NC(=O)c2cccc3ccccc23)nc1	0.2	7	-0.5	10
COc1ccc(C2CC(c3ccccc3)=NN2C(=O)c2ccc(Br)o2)cc1 (stereo unspecified)	-0.1	-6	-0.4	-18
Cc1ccc(N/C(=C\C(=O)c2ccccc2)C(=O)O)cc1	-0.4	-3	1.0	-56
O=C(NCc1ccccc1)C1CCCN1C(=O)Nc1ccc(F)cc1F (stereo unspecified)	0.2	8	0.0	16
CC1=C(C#N)C(c2ccc(I)cc2)C2=C(CC(C)(C)CC2=O)N1 (stereo unspecified)	-0.1	-2	1.2	7
Cc1cc([N+](=O)[O-])c(NCCCCCCO)c([N+](=O)[O-])c1	-0.2	8	0.4	-1
N#Cc1ccc(OC(=O)/C=C/c2ccc3c(c2)OCO3)cc1	0.1	10	-1.8	1
CCC(C)NC(=O)C1CC(c2ccc(F)cc2)=NO1 (stereo unspecified)	0.2	8	0.7	-3
O=C(O)C1C2CCC(C2)C1C(=O)Nc1nncs1 (stereo unspecified)	0.6	18	-0.6	10
Cc1cc(C)cc(N(C(C)C(=O)O)S(C)(=O)=O)c1 (stereo unspecified)	0.0	10	5.5*	-14
O=C(Nc1ccc(F)c([N+](=O)[O-])c1)c1cccs1	0.0	0	0.3	2

Whole records, quoted from the list:
Results for N#Cc1ccc(OC(=O)/C=C/c2ccc3c(c2)OCO3)cc1 = FBW7 activator = 0.1; MITF inh = 10; GPR151 activ = -1.8; TEAD-YAP inh = 1
Results for CCC(C)NC(=O)C1CC(c2ccc(F)cc2)=NO1 (stereo unspecified) = FBW7 activator = 0.2; MITF inh = 8; GPR151 activ = 0.7; TEAD-YAP inh = -3
Results for O=C1CCC/C(=N\NC(=O)c2ccccc2Br)C1 = FBW7 activator = 0.1; MITF inh = -10; GPR151 activ = -1.8; TEAD-YAP inh = -3

Next part.
SMILES	FBW7 activator	MITF inh	GPR151 activ	TEAD-YAP inh
O=C(CNC(=S)N(Cc1cccs1)C1CCCC1)NCCc1ccccc1Cl	0.0	-6	-1.7	-26
COc1cccc(/C=N/NC(=O)Cc2nnc(N)s2)c1O	-0.1	28	-1.8	-9
COc1ccc(-c2noc(-c3ccc(C)c([N+](=O)[O-])c3)n2)cc1	0.3	15	-0.4	-3
Cn1nc(C(C)(C)C)cc1C(=O)N[C@H]1C[C@H]2C(=O)N[C@H](Cc3ccccc3)C(=O)N2C1	-0.1	14	-0.8	9
CS(=O)(=O)N(CC(=O)Nc1cc(Cl)c(Cl)cc1Cl)C1CCCCC1	-0.1	-6	-0.5	5
CC(C)(C)C(=O)Nc1cc(NC(=O)C(C)(C)C)cc(C(=O)O)c1	0.0	1	-0.1	3
CCCCNc1nc2c(c(=O)n(C)c(=O)n2C)n1Cc1ccccc1Br	0.0	5	-0.4	5
O=C1N(C2CCCC2)C[C@@H]2C[C@@H](c3cn[nH]c3-c3ccc(Cl)cc3)N3CCC[C@@]123	0.0	2	-0.1	12
CCOc1ccc(/C=C2\SC(=S)N(CC(=O)N3CCCCC3)C2=O)cc1	0.0	-11	1.2	3
COc1ccc(C(=O)NCC2(c3ccc(OC)c(OC)c3)CCCC2)cc1OC	0.1	9	1.8	3
O=C(N1CCC[C@H](Cn2nc(-c3cccs3)ccc2=O)C1)C1(c2ccccc2)CC1	-0.1	-4	1.5	-7
Cc1ccc(CNc2nc(CN3CCCN(C=O)CC3)nc3ccccc23)o1	-0.1	15	-0.8	-8
COc1ccc(C(NC(=O)Cc2cccs2)C(=O)Nc2ccc3c(c2)OCO3)cc1 (stereo unspecified)	1.0	0	0.2	10
COc1ccc(C(=O)Nc2ccc3nc(N4CCOCC4)cc(C)c3c2)c(OC)c1	-0.2	-5	1.9	-11
COC(=O)CSc1nc(NC(C)=O)nc(C)c1Br	0.1	14	1.6	-1
Cc1ccc(F)c(NS(=O)(=O)Cc2ccccc2)c1	0.1	11	0.6	13
CCOC(=O)C1=C(C)N(C)C(=O)NC1c1ccccc1OC (stereo unspecified)	-0.1	-1	-0.2	1
Cc1nc(CCNCc2c(C(=O)N3C[C@@H](C)O[C@@H](C)C3)nc3ccc(Cl)cn23)n[nH]1	0.2	13	-0.5	13
CCN(CC)c1nc(NCCc2ccc(OC)cc2)nc(N2CCC(N3CCOCC3)CC2)n1	0.2	15	1.7	-5
COc1cccc(C(=O)Nc2cc(C)nn2-c2ccccc2)c1OC	0.2	-8	0.6	17
CCOC(=O)CSC1=C(C#N)C(c2ccccc2Cl)CC(=O)N1 (stereo unspecified)	-0.1	0	0.6	-8
Cc1noc(C)c1S(=O)(=O)N1CCN(Cc2ccc3c(c2)OCO3)CC1	-0.4	2	-0.6	-1
CC1=CC(C)(C)N(C(=O)CSc2nc(C)cc(C)n2)c2ccccc21	0.1	2	1.2	2
NS(=O)(=O)c1ccc(NC(=O)/C=C/c2cccc([N+](=O)[O-])c2)cc1	1.1	7	-1.5	-8
Cc1ccsc1CCNC(=O)CCCc1nnc2n(C)c(=O)c3sccc3n12	0.1	0	1.7	-2
Later entries:
SMILES	FBW7 activator	MITF inh	GPR151 activ	TEAD-YAP inh
COCCCNc1nc(C)nc2sc(C)cc12	0.0	-9	0.4	10
CCCC(=O)Nc1ccc(N2CCN(C(=O)CCC)CC2)cc1	0.0	-3	0.6	6
CCN(CC)/C(C)=N\S(=O)(=O)c1ccc(Cl)cc1	-0.1	1	1.1	12
Cn1cc(/C=N/NC(N)=O)c2ccccc21	1.0	16	-0.6	-4
O=C1C(=O)N(CCCn2ccnc2)C(c2ccc(Cl)cc2)/C1=C(/O)c1ccccc1 (stereo unspecified)	-0.1	8	-0.4	7
COc1cc(CNC2CCCC2)cc(Cl)c1OCC(N)=O	0.5	28	-1.4	-5
CCOC(=O)CSc1nc2c(sc(=S)n2-c2ccc(C)cc2C)c(=O)n1-c1ccccc1OC	-0.1	-5	0.9	-6
Cc1ccc(C(=O)c2nc3c(n2O)CCCC3)cc1	0.8	-4	-3.3	-54
Cc1ccc(OCCn2cc(/C=C3/C(=N)N4N=C(C5CCCCC5)SC4=NC3=O)c3ccccc32)cc1C	-0.1	-7	0.4	-1
COc1ccc(CCNC(=O)Cc2cn(-c3ccc(Nc4ccccc4)nn3)c3ccccc23)cc1	0.0	-6	1.5	-3
COc1cc(C(=O)NC(CCSC)C(=O)OCC(=O)C(C)(C)C)cc(OC)c1OC (stereo unspecified)	0.0	0	-0.1	9
CC12CC(NC(=O)N1c1cccc(Br)c1)c1ccccc1O2 (stereo unspecified)	0.9	19	2.0	12
O=C(COC(=O)CCCN1C(=O)c2ccccc2C1=O)Nc1ccc2c(c1)OC(F)(F)O2	0.1	2	-1.1	-5
O=C(COC(=O)c1cc(S(=O)(=O)N2CCOCC2)ccc1F)Nc1ccccc1F	-0.1	-10	-0.5	-6
Cc1ccc(NC2=C(N3CCOCC3)C(=O)c3ccccc3C2=O)c(C)c1	-0.1	9	-0.9	-10
COc1ccc(CC2(CO)CCN(Cc3cnc(-c4ccccc4C)nc3)CC2)cc1	-0.1	2	0.0	3
CN(Cc1ccccc1)C(=O)CCC1CCN(C(=O)C2CCCO2)CC1 (stereo unspecified)	0.4	6	-2.1	-25
Cc1c(Nc2ccc(Cl)cc2C(=O)c2ccccc2)nc2ccc(Cl)cc2c1-c1ccccc1	0.1	9	0.6	-8
COc1cccc(CNC(=O)CC2C(=O)NCCN2Cc2ccccn2)c1 (stereo unspecified)	0.3	2	0.6	3
COCCNC(=O)c1ccc(CS(=O)Cc2ccc(Cl)cc2)o1 (stereo unspecified)	-0.1	-6	0.2	-8
O=S(=O)(c1ccc(Oc2ccc(S(=O)(=O)N(CCO)CCO)cc2)cc1)N(CCO)CCO	0.1	-13	-1.0	6
CCOC(=O)C1(CC2CCCCO2)CCN(C(=O)COc2ccc(Cl)cc2)CC1 (stereo unspecified)	0.6	2	-1.6	9
CCc1ccc(N(CC(=O)Nc2ccccc2C(=O)NC(C)C)S(C)(=O)=O)cc1	0.4	2	-1.3	15
Cc1ccccc1N1OC2C(=O)N(c3cccc(Cl)c3)C(=O)C2C1c1ccc(N(C)C)cc1 (stereo unspecified)	-0.2	-9	-0.7	-1
COc1cc(C=O)ccc1Oc1cnn(-c2ccccc2)c(=O)c1Cl	0.1	-9	-0.4	2
Additional records follow:
SMILES	FBW7 activator	MITF inh	GPR151 activ	TEAD-YAP inh
CCN(CC)S(=O)(=O)c1ccc(OC(C)C)nc1	-0.2	5	0.3	0
CCOc1cc(/C=C(\C#N)c2nn(CCO)c(N)c2C#N)ccc1OCc1ccccc1F	0.2	12	-0.9	5
COc1ccc(C(=O)N2CCN(S(C)(=O)=O)CC2)cc1OC	-0.1	-6	0.3	-2
CC1(C)Cc2ccccc2C(CC(=O)N2CCCCCC2)=N1	0.1	-2	-0.6	-5
CCc1n[nH]c(=S)n1/N=C/c1ccc(/C=N/n2c(CC)n[nH]c2=S)cc1	0.0	11	-0.6	7
CCOC(=O)C1CCN(C(=O)c2cc(-c3ccc(F)cc3)nc3ccc(Br)cc23)CC1	0.0	1	1.8	0
Cc1nn2c(SCC(=O)Nc3ccc(C(C)C)cc3)nnc2[nH]c1=O	-0.1	8	0.7	-1
COc1cccc(C(=O)N2CCN(c3ccccc3)CC2)c1	0.0	-6	-0.7	-3
OCCCNc1nc2ccccc2n2ccnc12	0.2	-1	-2.1	-8
CCOC(=O)C1=CN(c2ccc(OCC)cc2)C=C(C(=O)OCC)C1c1cccc(Cl)c1	-0.1	-1	0.2	-2
COCCNC(=O)c1ccc2c(=O)n(Cc3ccco3)c(SCC(=O)Nc3cc(C)[nH]n3)nc2c1	0.0	3	1.8	14
CC(C)Cn1c2ccccc2c2nc3ccccc3nc21	0.2	-2	0.5	5
CC(C)n1nnnc1CN1CCN(c2cccc(C(F)(F)F)c2)CC1	-0.1	4	-1.2	8
Cc1ccc(CN2CCc3nnc(C(NC(=O)C4CCOC4)C(C)C)n3CC2)o1 (stereo unspecified)	0.1	7	3.4	-9
CCOC(=O)C1(CCc2ccccc2)CCN(C(=O)C2CCOC2)CC1 (stereo unspecified)	0.0	-17	0.4	-25
Nc1ccc2c(c1)-c1cc(N)ccc1OCCOCCOCCOCCO2	-0.5	-18	-0.4	1
COc1cc(CN2CCN(C=O)CC2)cc([N+](=O)[O-])c1O	0.2	16	-1.0	6
COC(=O)c1ccc(-c2ccc(/C=C3/C(=N)N4N=C(c5ccc(C)cc5)SC4=NC3=O)o2)cc1	0.1	-6	2.7	-6
COc1ccc(NC(=O)CN2C(=O)C(c3ccc(Cl)cc3)=NC2(C)C)cc1OC	0.0	-4	0.9	9
CCCCCn1c(SCC(=O)c2ccccc2)nc2cc(C(=O)NCc3ccccc3)ccc2c1=O	0.1	13	0.5	2
CCOC(=O)c1ccc(NC(=O)CC2C(=O)N(c3ccc(F)cc3)C(=S)N2CCc2ccc(OC)c(OC)c2)cc1 (stereo unspecified)	-0.1&-0.3	72*!	0.2&-1.3	12&-1
O=C(Nc1ccc(C(=O)N2CCOCC2)cc1)c1ccccc1Cl	-0.1	-1	-1.5	4

Copied from the results shown (5 entries):
SMILES	FBW7 activator	MITF inh	GPR151 activ	TEAD-YAP inh
COC(=O)c1ccc(-c2ccc(/C=C3/C(=N)N4N=C(c5ccc(C)cc5)SC4=NC3=O)o2)cc1	0.1	-6	2.7	-6
COc1ccc(NC(=O)CN2C(=O)C(c3ccc(Cl)cc3)=NC2(C)C)cc1OC	0.0	-4	0.9	9
CCCCCn1c(SCC(=O)c2ccccc2)nc2cc(C(=O)NCc3ccccc3)ccc2c1=O	0.1	13	0.5	2
CCOC(=O)c1ccc(NC(=O)CC2C(=O)N(c3ccc(F)cc3)C(=S)N2CCc2ccc(OC)c(OC)c2)cc1 (stereo unspecified)	-0.1&-0.3	72*!	0.2&-1.3	12&-1
O=C(Nc1ccc(C(=O)N2CCOCC2)cc1)c1ccccc1Cl	-0.1	-1	-1.5	4

Compound activity from PubChem.

The order is random; overall some 3.4% were active at least once.
